MEP2-GFP yeast – modulators of TOR pathway MEP2-GFP in S. cerevisiae; S. cerevisiae MEP2-GFP strain, flow cytometry GFP, 3 h; 100% = DMSO control level; GFP response vs DMSO, % at 10 µM; hit rate 0.51% among 330,000;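 active = GFP response versus DMSO above a set limit, roughly screen mean plus 3 SD, cut at about 180% in these data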;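 note: median GFP fluorescence of the barcode-gated MEP2-GFP cells per well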
AHR act – activates the human aryl hydrocarbon receptor; AHR-responsive luciferase reporter cells, luminescence; activation, % at 5 µM; hit rate 2.5% among 320,000; AID 2796; in the data active = activation above about 47%;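 note: 0% = vehicle wells and 100% = reference agonist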
LAP4 TOR yeast – modulators of TOR pathway LAP4-GFP in S. cerevisiae. hit rate 0.34% among 320,000. S. cerevisiae LAP4-GFP multiplex, flow cytometry GFP, 3 h; median GFP as percent of DMSO wells. AID 2023. GFP response vs DMSO, % at 10 µM;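 active = GFP response vs DMSO above a set limit, about the screen mean plus 3 SD, cut at about 150% in these data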
AGP1-GFP MLPCN – yeast TOR pathway AGP1-GFP modulation; hit rate 0.02% among 320,000; AID 2066; S. cerevisiae AGP1-GFP multiplex flow cytometry, 3 h; GFP as percent of DMSO wells; GFP response vs DMSO, % at 10 µM;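 active = GFP response relative to DMSO above a set limit, near screen average plus 3 SD, cut at about 150% in these data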;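 note: median GFP channel fluorescence of the gated AGP1 strain per well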
procasp7 counter – counter-screen: procaspase-7 (human) activation. hit rate 0.093% among 330,000. activation, % at 8.5 µM. AID 463210. recombinant procaspase-7, Ac-DEVD-pNA absorbance 405 nm; D23A/D198A/D206A triple mutant, cannot self-cleave; scale: DMSO 0, 5 µM enzyme 100;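 active = percent activation above the screen-wide mean plus 3 SD, cut at about 25% in these data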
Target sequence (P55210 whole entry D23A/D198A/D206A): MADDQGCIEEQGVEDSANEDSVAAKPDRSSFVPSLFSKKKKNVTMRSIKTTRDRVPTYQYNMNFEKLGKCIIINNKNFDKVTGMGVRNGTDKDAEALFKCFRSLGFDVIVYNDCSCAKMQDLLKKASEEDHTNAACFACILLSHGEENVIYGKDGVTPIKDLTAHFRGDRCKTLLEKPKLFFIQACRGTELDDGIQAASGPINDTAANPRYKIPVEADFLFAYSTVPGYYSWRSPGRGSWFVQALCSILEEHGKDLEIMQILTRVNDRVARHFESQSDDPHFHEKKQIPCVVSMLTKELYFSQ
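signal = Epi-absorbance of released pNA at 405 nm, two timepoints | assay system = Uncleavable procaspase-7 mutant enzyme | reagent = Ac-DEVD-pNA substrate, 400 µM as added | times = 1 h enzyme–compound preincubation and 2 h substrate reaction, both 25 °C | benchmarks = low DMSO alone, high DMSO plus 5 µM PC-7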
CIT2-GFP yeast – modulators of TOR pathway CIT2-GFP in S. cerevisiae; AID 2029; GFP response vs DMSO, % at 10 µM; hit rate 0.065% among 320,000; S. cerevisiae CIT2-GFP strain, flow cytometry, 3 h; 100 means same as DMSO wells;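 active = GFP response relative to DMSO above a set limit, near the screen mean plus 3 SD, cut at about 150% in these data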;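 note: ratio of well median GFP fluorescence to mean of DMSO wells on the plate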
RPL19A TOR yeast – modulators of TOR pathway RPL19A-GFP in S. cerevisiae; S. cerevisiae RPL19A-GFP strain, flow cytometry, 3 h; active compounds read low; percent response vs DMSO, % at 10 µM; hit rate 0.3% among 330,000;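 active = percent response vs DMSO below 50%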;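 note: median channel GFP fluorescence of the barcoded RPL19A-GFP strain; ratio of sample median GFP to plate DMSO average so 100% = DMSO; lower means less RPL19A-GFP as with rapamycin TOR inhibition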
proCasp3 act – procaspase-3 (human) activation | P42574 | recombinant procaspase-3 D3A, Ac-DEVD-pNA absorbance 405 nm | activation, % at 8.5 µM | hit rate 0.11% among 330,000 | AID 463141;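 active = activation above the mean of all tested compounds plus 3 SD, cut at about 21% in these data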;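 note: 0% = DMSO alone and 100% = DMSO wells spiked with extra 5 µM PC-3 D3A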
Target sequence (P42574 whole entry D9A/D28A/D175A): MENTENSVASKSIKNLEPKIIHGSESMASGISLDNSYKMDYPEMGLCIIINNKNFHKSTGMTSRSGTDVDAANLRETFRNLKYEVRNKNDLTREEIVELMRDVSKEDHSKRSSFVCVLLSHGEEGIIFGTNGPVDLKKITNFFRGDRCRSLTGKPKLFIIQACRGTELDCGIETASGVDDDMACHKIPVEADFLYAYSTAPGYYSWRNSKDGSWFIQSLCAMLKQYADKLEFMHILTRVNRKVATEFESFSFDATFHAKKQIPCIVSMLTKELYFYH
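assay system = Procaspase-3 D3A mutant | signal = absorbance at 405 nm, 0 and 120 min | times = 1 h preincubation plus 2 h reaction at 25 °C | repeats = single replicate | read-out = % activation between DMSO and enzyme-spiked controls | medium = Zinc-free HEPES saline buffer with Triton X-100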
Active calls of the source: *; x = no result given.

[1] CN(Cc1ccccc1NC(=O)c1ccc(S(=O)(=O)N(C)C)cc1)C1CCCCC1
[2] Cc1c(C(=O)O)cccc1-n1c(C)cc(C=O)c1C
[3] CC[n+]1c(-c2ccccc2)csc1Nc1c(C)n(C)n(-c2ccccc2)c1=O
[4] O=C(Nc1ccc2ncccc2c1)Nc1ccc2ncccc2c1
[5] C/C(CC(=O)NC(C)C)=N\NC(=O)COc1cc(C)c(Br)cc1Br
[6] O=C(CCCOc1ccccc1)OCn1nnc2ccccc2c1=O
[7] COC(CNC(=O)c1ccc2c(c1)ncn2C1CCCCCC1)OC
[8] COc1cccc(Cn2c(-c3cccs3)noc2=O)c1

screen / no.	1	2	3	4	5	6	7	8
MEP2-GFP yeast	111	89	103	105	98	88	97	101
AHR act	2	1	1	0	21	-1	-2	-2
LAP4 TOR yeast	103	101	91	93	87	102	93	91
AGP1-GFP MLPCN	115	101	107	103	93	98	96	101
procasp7 counter	7	-11	-8	-7	7	3	4	0
CIT2-GFP yeast	97	93	109	108	89	99	106	105
RPL19A TOR yeast	108	97	106	102	100	100	102	101
proCasp3 act	5	3	-6	3	2	4	1	9

[9] COc1ccc(-c2cccc(NC(=O)COc3ccc(Cl)cc3)c2)nn1
[10] O=C(Cc1ccc2c(c1)OCO2)NN=Cc1ccc([N+](=O)[O-])o1
[11] C=CCOc1ccc(Br)cc1CNC(C)(C)CO
[12] Cc1ccc(C)c(S(=O)(=O)NCc2ccc(C(=O)NCc3ccco3)cc2)c1
[13] Fc1ccc(-c2nnc(Cc3nnc(-c4ccc(F)cc4)o3)o2)cc1
[14] O=C(NCc1ccccc1)c1ccc(N2CCC3(CC2)CC(c2ccccc2)=NO3)c([N+](=O)[O-])c1
[15] CCCCNc1nnc(SCC(=O)c2c(N)n(CCC)c(=O)[nH]c2=O)s1
[16] O=C(Cc1ccc(Cl)cc1)NCC(=O)N1CCCCC1

screen / no.	9	10	11	12	13	14	15	16
MEP2-GFP yeast	106	90	103	91	95	92	103	102
AHR act	5	2	2	4	-1	2	1	2
LAP4 TOR yeast	93	98	103	91	109	127	108	102
AGP1-GFP MLPCN	98	95	107	x	105	79	106	100
procasp7 counter	4	2	13	2	5	1	-7	-3
CIT2-GFP yeast	102	88	105	88	106	68	92	97
RPL19A TOR yeast	107	92	99	92	85	100	102	95
proCasp3 act	-5	5	9	-1	-4	2	5	2

13 structures from above, ordered by SMILES length, smallest number first.
[11] C=CCOc1ccc(Br)cc1CNC(C)(C)CO
[8] COc1cccc(Cn2c(-c3cccs3)noc2=O)c1
[16] O=C(Cc1ccc(Cl)cc1)NCC(=O)N1CCCCC1
[2] Cc1c(C(=O)O)cccc1-n1c(C)cc(C=O)c1C
[6] O=C(CCCOc1ccccc1)OCn1nnc2ccccc2c1=O
[7] COC(CNC(=O)c1ccc2c(c1)ncn2C1CCCCCC1)OC
[13] Fc1ccc(-c2nnc(Cc3nnc(-c4ccc(F)cc4)o3)o2)cc1
[5] C/C(CC(=O)NC(C)C)=N\NC(=O)COc1cc(C)c(Br)cc1Br
[15] CCCCNc1nnc(SCC(=O)c2c(N)n(CCC)c(=O)[nH]c2=O)s1
[12] Cc1ccc(C)c(S(=O)(=O)NCc2ccc(C(=O)NCc3ccco3)cc2)c1

screen / no.	11	8	16	2	6	7	13	5	15	12
MEP2-GFP yeast	103	101	102	89	88	97	95	98	103	91
AHR act	2	-2	2	1	-1	-2	-1	21	1	4
LAP4 TOR yeast	103	91	102	101	102	93	109	87	108	91
AGP1-GFP MLPCN	107	101	100	101	98	96	105	93	106	x
procasp7 counter	13	0	-3	-11	3	4	5	7	-7	2
CIT2-GFP yeast	105	105	97	93	99	106	106	89	92	88
RPL19A TOR yeast	99	101	95	97	100	102	85	100	102	92
proCasp3 act	9	9	2	3	4	1	-4	2	5	-1

[3] CC[n+]1c(-c2ccccc2)csc1Nc1c(C)n(C)n(-c2ccccc2)c1=O
[1] CN(Cc1ccccc1NC(=O)c1ccc(S(=O)(=O)N(C)C)cc1)C1CCCCC1
[14] O=C(NCc1ccccc1)c1ccc(N2CCC3(CC2)CC(c2ccccc2)=NO3)c([N+](=O)[O-])c1

screen / no.	3	1	14
MEP2-GFP yeast	103	111	92
AHR act	1	2	2
LAP4 TOR yeast	91	103	127
AGP1-GFP MLPCN	107	115	79
procasp7 counter	-8	7	1
CIT2-GFP yeast	109	97	68
RPL19A TOR yeast	106	108	100
proCasp3 act	-6	5	2

The listing continues:
[17] C/C(N)=C(/C#N)C(=O)COC(=O)CNS(=O)(=O)c1ccc2ccccc2c1
[18] COc1ccc(NC(=O)NS(=O)(=O)c2ccc(C)cc2)cc1OC
[19] CCOc1ccccc1C(=O)NCC(=O)Nc1ncccc1C
[20] Cc1ccc(CNC(=O)CCNC(=O)c2ccco2)cc1
[21] CC(C)OCCCN(CC(O)c1ccccc1)CC(O)c1ccccc1 (stereo not drawn)
[22] Cc1cc(C)c(C(=O)CN2C(=O)C(=O)N(C3CCCC3)C2=O)cc1C
[23] CC(Sc1ccc(Br)cc1)C(N)=O (stereo not drawn)
[24] CC12CCC(C(=O)NCc3ccccc3Cl)(C(Br)C1=O)C2(C)C (stereo not drawn)

screen / no.	17	18	19	20	21	22	23	24
MEP2-GFP yeast	104	102	97	105	100	122	91	103
AHR act	2	0	8	0	6	3	-3	3
LAP4 TOR yeast	102	105	89	98	93	98	91	104
AGP1-GFP MLPCN	102	103	98	105	102	101	93	104
procasp7 counter	2	-24	8	8	7	-2	4	2
CIT2-GFP yeast	101	106	91	106	104	93	93	104
RPL19A TOR yeast	98	100	91	104	106	92	95	107
proCasp3 act	1	-1	-1	6	3	-3	4	7

[25] Cc1ccc(C(C(=O)NC2CCCCC2)N(CCC(C)C)C(=O)CNC(=O)c2ccco2)o1 (stereo not drawn)
[26] Cc1nn(C)cc1CNC(=O)Nc1ccc(Cl)cc1
[27] Cc1ccc(C(=O)N(Cc2nc3ccccc3c(=O)[nH]2)C2CCCC2)cc1
[28] Cn1ccnc1Sc1ccc(/C=N/NC(=O)c2ccccc2O)cc1[N+](=O)[O-]
[29] COCc1nnc(SCC(=O)NC(C)c2ccccc2)n1-c1ccccc1 (stereo not drawn)
[30] C=CCNC(=O)C1CC(=O)N(c2ccc(OCC(=O)N3CCCC3)cc2)C1 (stereo not drawn)
[31] CC(NC(=O)c1c(Cl)cnn1C)C1CCCO1 (stereo not drawn)
[32] COc1ccc(NC(=O)CS(=O)c2ccc(F)cc2)cc1 (stereo not drawn)

screen / no.	25	26	27	28	29	30	31	32
MEP2-GFP yeast	92	98	100	131	100	90	104	98
AHR act	1	3	0	28	-1	0	-1	0
LAP4 TOR yeast	87	99	96	68	101	94	102	94
AGP1-GFP MLPCN	91	99	95	18	108	94	100	99
procasp7 counter	13	7	8	5	-5	7	8	-8
CIT2-GFP yeast	89	93	98	66	104	104	109	108
RPL19A TOR yeast	94	98	100	101	100	101	118	99
proCasp3 act	3	31*	8	3	-1	8	-4	-2

[33] COc1ccc(Cn2c(=O)[nH]c3cc(C(=O)N4CCN(c5ccc(C(C)=O)cc5)CC4)ccc3c2=O)cc1
[34] COc1nnc(-c2ccc(N3CCOCC3)c(NC(=O)C3CCCCC3)c2)c2ccccc12
[35] CCOc1cc(C(C(=O)NCC2CCCO2)N(C(=O)Cn2nnc3ccccc32)c2ccccc2C)ccc1O (stereo not drawn)
[36] COc1ccc(-c2oc3ccccc3c2C#Cc2cncn2C)cc1
[37] O=C(O)C1CCN(c2ccc(S(=O)(=O)N3CCC(C(=O)O)CC3)cc2[N+](=O)[O-])CC1
[38] Cc1cc(C)c2c(n1)sc1c(N3CCN(C)CC3)ncnc12
[39] COC(=O)c1ccc(CNC(=O)COC(=O)C2CC3C=CC2C3)cc1 (stereo not drawn)
[40] COc1ccc(C2Nc3ccccc3NC3=C2C(=O)CC(C)(C)C3)cc1O (stereo not drawn)

screen / no.	33	34	35	36	37	38	39	40
MEP2-GFP yeast	101	102	104	94	97	91	98	101
AHR act	1	2	-1	49*	6	31	12	1
LAP4 TOR yeast	80	102	93	104	90	100	100	98
AGP1-GFP MLPCN	91	98	97	73	96	99	97	102
procasp7 counter	2	4	3	-6	4	4	6	-5
CIT2-GFP yeast	89	94	101	87	90	92	102	108
RPL19A TOR yeast	93	99	102	90	107	95	96	100
proCasp3 act	7	-5	13	1	-9	13	-5	-9

Limited to RPL19A TOR yeast, for two of the compounds above:
#	Structure	RPL19A TOR yeast
36	COc1ccc(-c2oc3ccccc3c2C#Cc2cncn2C)cc1	90
37	O=C(O)C1CCN(c2ccc(S(=O)(=O)N3CCC(C(=O)O)CC3)cc2[N+](=O)[O-])CC1	107

New compounds follow.
[41] CC1(C)c2[nH]c3ccccc3c2C[C@@H]2C(=O)N(Cc3ccco3)C(=O)N21
[42] CSc1cccc(NC(=S)N2CCC(N(C)C3CCCC3)CC2)c1
[43] COc1ccc(C2CC2/C(C)=N/OC(=O)c2ccc(F)cc2)cc1 (stereo not drawn)
[44] CC(C)Oc1cc(N)c(Cl)cc1Cl
[45] CC(=O)N(C)c1ccc(NC(=O)c2ccccc2C(=O)O)cc1
[46] COc1ccccc1C(=O)NCCC(=O)Nc1ncccc1C
[47] Cn1c(SCc2ccccc2)nc2c1c(=O)[nH]c(=O)n2C
[48] COc1cc(OC)cc(C(=O)Nc2ccc3nc4n(c(=O)c3c2)CCCC4)c1
[49] CCN1C(=O)N/C(=C/c2ccc(C)o2)C1=O
[50] O=C(c1ccccc1)N1CCn2c(nc3ccccc32)C1
[51] C=CCn1cc(Cl)cc(C(=O)Nc2ccccc2)c1=O

screen / no.	41	42	43	44	45	46	47	48	49	50	51
MEP2-GFP yeast	95	99	90	102	104	106	119	105	104	99	102
AHR act	0	3	1	-3	-1	7	4	0	6	2	51*
LAP4 TOR yeast	105	98	100	113	115	102	116	97	99	100	118
AGP1-GFP MLPCN	90	105	67	100	104	105	110	100	94	94	108
procasp7 counter	-4	-23	9	4	-11	9	7	0	-18	3	1
CIT2-GFP yeast	91	98	95	91	107	101	111	106	102	94	114
RPL19A TOR yeast	105	100	91	108	106	102	113	105	104	92	96
proCasp3 act	-3	-7	2	-2	7	7	5	6	-12	2	-9

High-throughput results (PubChem)
